BAP1 block = inhibitors of BAP1 deubiquitinase, primary screen, biochemical, Ub-AMC fluorescence, kinetic; recombinant BAP1, Ub-AMC hydrolysis fluorescence kinetic; active compounds read low; AID 436, 2006; actives 0.48% (n = 72,000); Ubiquitin carboxyl-terminal hydrolase BAP1 (Homo sapiens), Q92560; activity remaining (% of control), % at 20 µM;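 active = activity remaining at or below 50% of control, provided the compound also passes the data quality filters; inactive = the rest, including low values that fail the filters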;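 note: 100% = DMSO wells rate and 0% = substrate alone blank rate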
Target sequence (Q92560 whole entry, looked up): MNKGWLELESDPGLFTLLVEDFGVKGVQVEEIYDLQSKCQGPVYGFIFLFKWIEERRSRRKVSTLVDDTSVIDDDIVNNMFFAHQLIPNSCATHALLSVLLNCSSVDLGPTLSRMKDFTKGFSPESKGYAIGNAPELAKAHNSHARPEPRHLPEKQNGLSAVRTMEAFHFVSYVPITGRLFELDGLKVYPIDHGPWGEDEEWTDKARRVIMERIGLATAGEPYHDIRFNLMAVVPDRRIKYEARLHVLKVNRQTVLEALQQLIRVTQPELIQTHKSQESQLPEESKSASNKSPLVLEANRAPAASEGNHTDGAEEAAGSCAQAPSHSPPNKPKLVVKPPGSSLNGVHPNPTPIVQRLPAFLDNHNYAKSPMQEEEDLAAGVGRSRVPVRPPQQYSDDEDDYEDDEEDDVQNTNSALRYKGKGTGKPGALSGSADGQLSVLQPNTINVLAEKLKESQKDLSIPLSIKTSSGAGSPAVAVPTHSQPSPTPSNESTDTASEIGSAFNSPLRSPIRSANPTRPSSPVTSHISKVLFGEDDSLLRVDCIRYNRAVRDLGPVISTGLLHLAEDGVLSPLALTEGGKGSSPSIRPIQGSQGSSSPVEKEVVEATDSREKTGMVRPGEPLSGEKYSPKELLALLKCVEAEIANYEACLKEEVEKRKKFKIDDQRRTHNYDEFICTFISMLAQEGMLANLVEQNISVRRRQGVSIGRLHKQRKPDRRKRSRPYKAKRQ
HePTP inhibitor = inhibitors of human HePTP phosphatase, primary screen, biochemical, absorbance, leukemia target | Tyrosine-protein phosphatase non-receptor type 7 (Homo sapiens), P35236 | recombinant HePTP phosphatase activity, OD absorbance | inhibition, % at 20 µM | actives 0.64% (n = 110,000) | AID 521, 2006; in the data active = inhibition above about 50%;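 note: plate controls were vehicle for no effect and reference inhibitor for full effect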
Target sequence (P35236 whole entry, looked up): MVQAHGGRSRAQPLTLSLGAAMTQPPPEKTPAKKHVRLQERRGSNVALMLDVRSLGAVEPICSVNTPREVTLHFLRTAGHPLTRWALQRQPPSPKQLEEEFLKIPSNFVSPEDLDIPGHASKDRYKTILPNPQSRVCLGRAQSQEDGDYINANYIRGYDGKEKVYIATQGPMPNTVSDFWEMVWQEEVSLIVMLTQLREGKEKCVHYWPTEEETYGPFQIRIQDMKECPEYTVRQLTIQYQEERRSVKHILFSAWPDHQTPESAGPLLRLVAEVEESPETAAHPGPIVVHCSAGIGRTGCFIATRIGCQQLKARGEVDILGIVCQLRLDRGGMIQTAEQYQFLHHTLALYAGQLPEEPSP
* hit, by the source's call; nt = no result given; & = joins results of further samples.

compound	BAP1 block	HePTP inhibitor
O=C1CC(Nc2ccc(F)cc2)C(=O)N1c1ccc(N2CCOCC2)cc1 (centres undefined)	nt	0
Cc1ccc(NC(=O)CCN2C(=O)c3cccc4cccc(c34)C2=O)cc1	nt	8
O=C(Nc1ccc(Cl)c(-c2nc3ccccc3s2)c1)c1ccc(F)cc1	71	nt
CN(C)S(=O)(=O)c1ccc(S(=O)(=O)N2CCN(CCC#N)CC2)cc1	97	-4
CCOC(=O)N1CCN(/C=C(\C#N)c2nc3ccccc3s2)CC1	86	0
CC1=C(C(=O)OCC2CCCO2)C(c2cccc([N+](=O)[O-])c2)NC(=O)N1 (centres undefined)	nt	1
COc1cccc(-c2cc(C(F)(F)F)nc(N3CCC(C)CC3)n2)c1	nt	-8
CCOC(=O)c1ccc(NC(=O)Cc2ccc(Br)cc2)cc1	nt	8
O=C(Nc1ccccc1)/C(=C\c1cccs1)NC(=O)c1ccccc1	nt	7
COc1ccc(C(=O)Nc2nc3ccc(C)cc3s2)cc1OC	nt	4
O=S(Cc1ccc(Cl)cc1)CC(O)COc1ccccc1 (centres undefined)	nt	-9
COc1ccc(-n2c(SCC(=O)N3CCOCC3)nc(O)c(Cc3ccccc3)c2=O)cc1	nt	-24
Cc1ccc(C)c(S(=O)(=O)N2CCN(CC(=O)Nc3cc(C)on3)CC2)c1	99	6
Cc1nc(NC(=O)C23CCC(C)(C(=O)O2)C3(C)C)sc1C (centres undefined)	132	10
Cc1ccc(N2C(=O)C3C4c5ccccc5C(C)(c5ccccc54)C3C2=O)cc1 (centres undefined)	nt	12
CCOC(=O)COc1ccc(/C=C2/C(=O)NN(c3ccc(F)cc3)C2=O)cc1OC	nt	5
Cn1c(SCC(=O)Nc2ccc(F)cc2F)nnc1-c1cccnc1	86	-7
CC(C)(C)C1CCC2(CC1)C(C#N)=C(SCC(=O)NC1CCCCC1)NC(=O)C2C#N (centres undefined)	nt	0
O=C1OC(/C=C/c2ccccc2)=NC/1=C/c1ccc(-c2ccc3c(c2)C(=O)NC3=O)o1	nt	71*
Cc1cc(-c2ccc(/C=c3\sc4nc5cc(Br)cnc5n4c3=O)o2)c(C)c([N+](=O)[O-])c1	nt	8
CCCOc1cccc(C(=O)Nc2ccc(NC(=O)CC)cc2)c1	nt	2
COC(=O)C1=C(C)N(c2ccc(F)cc2)C(=O)/C1=C\c1ccc([N+](=O)[O-])cc1	nt	2
COC(=O)c1sc(NC(=O)CSc2nc3cccnc3n2C2CCCCC2)nc1C	145	2
CN1CCN(C(=O)CCn2nc(-c3ccccc3)c3ccccc3c2=O)CC1	137	10
Cc1cc2ncn(C(=O)c3ccc4c(c3)OCO4)c2cc1C	96	-18

Quoted at random: 3 compounds from above, in no set order.
compound	BAP1 block	HePTP inhibitor
CCCOc1cccc(C(=O)Nc2ccc(NC(=O)CC)cc2)c1	nt	2
COC(=O)C1=C(C)N(c2ccc(F)cc2)C(=O)/C1=C\c1ccc([N+](=O)[O-])cc1	nt	2
CCOC(=O)N1CCN(/C=C(\C#N)c2nc3ccccc3s2)CC1	86	0

Back to the main list; the three compounds before the break are reprinted first.
compound	BAP1 block	HePTP inhibitor
COC(=O)c1sc(NC(=O)CSc2nc3cccnc3n2C2CCCCC2)nc1C	145	2
CN1CCN(C(=O)CCn2nc(-c3ccccc3)c3ccccc3c2=O)CC1	137	10
Cc1cc2ncn(C(=O)c3ccc4c(c3)OCO4)c2cc1C	96	-18
Cn1c(=O)c2c(O)cc(=O)n(-c3ccccc3)c2n(C)c1=O	108	7
O=c1c2ccccc2[nH]c(=S)n1CCN1CCC(=C(c2ccc(F)cc2)c2ccc(F)cc2)CC1	nt	3
Cc1ccc(-n2c(CSc3nc(C)cc(C)n3)nnc2SCC(=O)Nc2nccs2)cc1	109	8
Cc1ccc(C)c(N2CCN(C(=O)c3cc4sccc4n3C)CC2)c1	90	11
O=C(COC(=O)CCc1ccc(S(=O)(=O)N2CCOCC2)cc1)Nc1ccc(Cl)cn1	112	7
CCn1cc(C(=O)NCc2ccco2)c(=O)c2cc(F)c(N3CCN(C(=O)c4ccco4)CC3)cc21	162	10
COc1cc(C(=O)NN2C(=O)/C(=C/c3ccc(Cl)cc3Cl)SC2=S)ccc1O	nt	3
Fc1ccc(C2CC(c3ccccc3)n3ncnc3N2)cc1 (centres undefined)	107	10
CCOc1ccc(C2/C(=C(/O)c3ccc(OC)cc3)C(=O)C(=O)N2c2cc(C)on2)cc1OC (centres undefined)	65	10
O=C1NC(=S)S/C1=C\c1ccccc1OS(=O)(=O)c1ccc([N+](=O)[O-])cc1	nt	2
Clc1ccc(OCc2nnc(SCc3nc4ccccc4[nH]3)n2Cc2ccco2)cc1	73	16
C1CSC2(N1)C1CC3CC(C1)CC2C3 (centres undefined)	99&181	1
CCOC(=O)C(=CNc1ccccc1O)C(=O)OCC	nt	6
CC(C)(C)c1ccc(-c2cc(N)n[nH]2)cc1	102	7
CC(=O)c1cccc(NC(=O)CN2C(=O)COc3ccc(Cl)cc32)c1	107	8
CCC(C(=O)NCc1ccco1)n1nc(-c2ccc(OC)cc2)ccc1=O (centres undefined)	73	6
COc1cc(/C=C2\C(=O)NC(=O)N(c3ccc(C)c(C)c3)C2=O)cc(I)c1O	nt	9
Cc1ccc(C)n1-c1ccc(C(=O)NCC2CCCO2)cc1 (centres undefined)	101	6
Cc1ccc(S(=O)(=O)N2CCOCC2)cc1C(=O)NC1CCCCC1	115	4
COc1ccc(C2=N/C(=C\N(C)C)C(=O)O2)cc1	nt	-14
O=C(CSc1nnnn1C1CCCCC1)Nc1ccc2c(c1)OCO2	102	6
CCc1nnc(NC(=O)CSc2nc3c(c(=O)n2C)SC(C)C3)s1 (centres undefined)	85	-14
CCn1c(=O)n(CC(=O)Nc2cccc(OC)c2)c(=O)c2ccccc21	95	-8
CC(C)(C)c1ccc2c(c1)C(=O)C(=O)c1cc(C(C)(C)C)ccc1-2	113	nt
CCOc1cc(C)c(C(C)C)cc1S(=O)(=O)N1CCN(C)CC1	134	-9

Copied from the list:
HePTP inhibitor result of COc1cc(/C=C2\C(=O)NC(=O)N(c3ccc(C)c(C)c3)C2=O)cc(I)c1O stands at 9
BAP1 block result of CCOc1cc(C)c(C(C)C)cc1S(=O)(=O)N1CCN(C)CC1 stands at 134
BAP1 block result of CCn1cc(C(=O)NCc2ccco2)c(=O)c2cc(F)c(N3CCN(C(=O)c4ccco4)CC3)cc21 stands at 162
HePTP inhibitor result of CCOC(=O)C(=CNc1ccccc1O)C(=O)OCC stands at 6

Next structures
Compound	BAP1 block	HePTP inhibitor
COc1ccccc1CNC(=O)CN(c1ccc(C)cc1)S(=O)(=O)c1c(C)nn(C)c1C	102	8
COc1cccc(CNC2CCCc3ccccc32)c1OC (centres undefined)	nt	-12
CC(=O)Nc1ccc(S(=O)(=O)N(Cc2ccccc2)C(C)C)cc1	nt	-10
COCCCNC(=O)COc1cc(C)c(Cl)c(C)c1	90	5
COc1ccc(OC)c(Nc2nc(-c3ccc(O)c(O)c3)cs2)c1	nt	-6
COc1cc2c(cc1OC)CN(CC(=O)Nc1cccc(C)c1)CC2	89	-7
O=C(CCc1ccccc1)N1N=C(c2ccc(Br)cc2)CC1(O)C(F)(F)F (centres undefined)	nt	3
O=C(NCCCNCCCNC(=O)c1ccccn1)c1ccccn1	95	-3
CCCCSCc1nc2c(c(=O)[nH]1)C1(CCCC1)Cc1ccccc1-2	nt	6
CCOC(=O)CC(=O)CSc1nc2sc(C)cc2c(=O)n1Cc1ccco1	81	-10
Cc1oc(-c2cccc(Cl)c2)nc1CN1CCC(C(=O)NCc2ccco2)CC1	112	-5
Cc1ccc(C)c(CSc2nnc(-c3cccnc3)n2N)c1	106	-5
CC1CN(CCc2ccccc2)c2nc3c(c(=O)[nH]c(=O)n3C)n2C1 (centres undefined)	91	5
O=C(CCN1C(=O)C2CC=C(Cl)CC2C1=O)NC1CCCCC1 (centres undefined)	96	9
CCOc1ccc(C(=O)Nc2cccc(-c3nc4ccccc4s3)c2)cc1	nt	10
O=C1c2ccccc2C(=O)N1Cc1nc2ccc(I)cc2c(=O)o1	nt	3
Cn1c(=Nc2ccc(N3CCOCC3)cc2)ccc2ccccc21	94	6
CC(=O)N1CCN(c2ccc(NC(=O)c3cc(I)ccc3Cl)cc2)CC1	nt	-4
O=C1CCCc2sc3c(c2N1)CCCCC3	86	3
Cc1nc2ccccc2c2oc(C(=O)N3CCC(N4CCCCC4)CC3)cc12	97	13
O=C(c1ccco1)N1CCN(S(=O)(=O)c2ccc(C3CCCCC3)cc2)CC1	131	-1
CCCNS(=O)(=O)c1cc(Br)cc2c1N(C(=O)CC)CC2	nt	12
O=S(=O)(c1cccc(-c2nnco2)c1)N1CCCC1	82	-2
Fc1ccc(C2C=C(c3ccccc3)NC(=S)N2)cc1 (centres undefined)	nt	5
O=C1C(Cl)=C(Nc2ccccc2)C(=O)N1c1cccc(Cl)c1	nt	6
Cn1c(=O)c2c(ncn2CC(=O)N2CCc3ccccc3C2)n(C)c1=O	105	6&5
O=C(NCC1OCCc2ccccc21)c1ccco1 (centres undefined)	88	6&-20
C=CCNCCCCOc1ccc(Br)cc1	nt	8
O=Cc1ccc(-c2ccc(C(=O)O)cc2)o1	nt	30
O=C(O)Cn1c(-c2ccccc2)nc2ccccc21	98	5
CCCCOc1ccc(NC(=O)c2cnc(C)cn2)cc1	117	7
CCN(CC)c1ccc2cc(C(=O)Nc3cccc(C)c3)c(=N)oc2c1	83	nt
CCN1C(=O)c2cccc3c(NC(=O)C4CCCCC4)ccc1c23	100	5
COC(=O)C1=C(C)N(c2ccccc2F)C(=O)/C1=C\c1ccccc1F	nt	9
Cc1ccc2nc(SCc3nnc(-c4cccs4)o3)[nH]c2c1	145	11
COC1(OC)N=C(N)C2(C#N)C(c3ccc4c(c3)OCO4)C12C#N (centres undefined)	95	7
COc1cc(CN2CCN(Cc3ccccn3)CC2)cc(OC)c1O	nt	-8
Cc1ccc(NC(=O)c2cc3ccccc3o2)cc1	nt	6
CCCn1c(=O)c2ccccc2n2c(SCC(=O)Nc3cc(C)on3)nnc12	95	4
CC1(C)CC(=O)C2=C(C1)Nc1ccccc1NC2c1ccccc1OCc1ccccc1 (centres undefined)	84	nt
CCNC(=S)NCCc1ccc(S(N)(=O)=O)cc1	nt	6
Oc1ccccc1C1=Nc2ccccc2N=C(C(F)(F)F)C1	nt	-3
Cc1[nH]n(-c2ccccc2)c(=O)c1C=Nc1ccc(S(=O)(=O)N(C)C)cc1	nt	4
CN(C)S(=O)(=O)c1ccccc1C#N	90	10
N/C(=N\OC(=O)c1cccc(Br)c1)c1cccc([N+](=O)[O-])c1	nt	16
O=C(CCc1ccccc1)Nc1ncc2c(n1)CCCC2=O	119	10
CCCC(=O)Nc1nnc(-c2cccc(OCC)c2)s1	120	8&-12
O=C(Nc1cc(C(F)(F)F)ccc1Cl)c1cc(C2CC2)on1	90	10
CCn1c(SCC(=O)NCCOC)nc2sc(C)c(C)c2c1=O	101	0
CCOc1ccc(C(=O)N2CCCc3ccccc32)cc1OCC	nt	7
Cc1cc(=O)[nH]c(N/N=C/c2cc([N+](=O)[O-])ccc2O)n1	nt	-4
O=C(NCCc1ccccc1)c1cc(-c2ccc3c(c2)OCO3)on1	71	4
O=C(O)CC1NC(=S)N(c2ccccc2)C1=O (centres undefined)	nt	-17
CCOC(=O)c1cnc2ccc(OCC)cc2c1N1CCN(C)CC1	85	7
Brc1ccc(/C=N/n2c(-c3ccccc3)nnc2-c2ccccc2)cc1	nt	-1
CCOc1ccc(C=NN2CCN(c3ccc(Cl)cc3)CC2)cc1	nt	-10
COc1nc(Oc2ccc(C(=O)OCC(N)=O)cc2)nc(N(C)C)n1	98	-6
Cc1cccc2cc3c(NC(=O)c4ccccn4)nn(C)c3nc12	103	4
O=C(c1ccco1)N1CCN=C1SCc1cccc(F)c1	100	0
COC(=O)c1cc(-c2cccc(OC)c2)n[nH]1	88	0

The results go on.
Compound	BAP1 block	HePTP inhibitor
COc1ccc(-n2nc3cc(C)c(N)cc3n2)cc1	nt	3
CCN(CC)C(=O)COc1ccc(-c2ccccc2)cc1	104	6&10
COCc1cc(C)n(CC(=O)Nc2ccccc2OC)c(=O)c1C#N	54	7
O=C(Cc1coc2ccc3ccccc3c12)N1CCN(c2ncccn2)CC1	57	8
CCc1nc2ccccc2n1Cc1cc(=O)n2cc(C)ccc2n1	nt	8
O=C(/C=C/c1ccc(Cl)cc1Cl)Nc1ccc(C(=O)Nc2ccccc2)cc1	nt	-10
Cc1ccc(-c2ccccc2)n1-c1ccc(C(=O)O)cc1	nt	6
Cn1c2c(c3cc([N+](=O)[O-])ccc31)CCCC2=O	nt	11
Cc1nc2nc(COc3ccccc3)[nH]n2c(=O)c1Cl	94	6
CCCCCOC(=O)CCN1C(=O)/C(=C/c2ccccc2)SC1=S	nt	-1
O=c1[nH]c(N2CCCCC2)nc2c1CCCC2	67	6
COc1ccccc1N1C(=O)c2cccc3c(Cl)ccc(c23)C1=O	nt	10
O=C(OC1CCCCC1)c1ccc(NC(=O)c2ccco2)cc1	90	4
Cc1cccc(C2(c3cccc(C)c3)CC2C(=O)Nc2ccccc2Cl)c1 (centres undefined)	nt	-6
O=C(Nc1ccc(O)cc1)c1ccc2c(c1)C(=O)N(c1ccccn1)C2=O	nt	0
O=C(CCCc1ccccc1)NCc1cccnc1	99	-11
CN(C(=O)c1ccno1)c1nnc(-c2cnccn2)s1	105	4
Cc1ccc2c(CN3CCN(S(=O)(=O)c4ccc5c(c4)OCCO5)CC3)cc(=O)oc2c1C	nt	6
CC(C)(C)NC(=O)C(c1ccco1)N(C(=O)Cn1nnc(-c2ccc(F)cc2)n1)c1cccc(F)c1 (centres undefined)	71	11
